AmpC det inh = Promiscuous and Specific Inhibitors of AmpC Beta-Lactamase (assay with detergent) | P00811 | purified AmpC, nitrocefin hydrolysis with detergent | Potency, µM (series often up to 28.7 µM), for inactives: at the highest dose activity change, negative = inhibition | 0.09% of 71,000 active | AID 584, 2007; active = well fitted curve in the direction sought with a large enough effect
Target sequence (P00811 whole entry, looked up): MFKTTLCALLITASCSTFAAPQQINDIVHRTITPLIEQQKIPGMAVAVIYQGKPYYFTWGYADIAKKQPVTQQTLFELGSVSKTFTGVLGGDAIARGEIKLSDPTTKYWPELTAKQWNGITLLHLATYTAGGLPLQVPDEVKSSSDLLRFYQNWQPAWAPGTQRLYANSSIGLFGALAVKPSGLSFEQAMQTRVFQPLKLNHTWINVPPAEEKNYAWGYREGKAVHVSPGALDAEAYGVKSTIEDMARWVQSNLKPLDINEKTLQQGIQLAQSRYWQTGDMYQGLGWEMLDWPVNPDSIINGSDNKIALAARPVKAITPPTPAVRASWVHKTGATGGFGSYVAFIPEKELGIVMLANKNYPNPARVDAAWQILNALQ
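E. coli AmpC (5.3 nM) in 20 mM phosphate pH 7.0 with 0.01% Triton X-100, preincubated 15 min RT with compound; nitrocefin (2 uL of 800 uM stock) hydrolysis followed by 480 nm absorbance every 20 s over 4 min.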
An asterisk follows results filed as active; & = joins results of further samples; [ ] = remark or other dose. % is set by controls: 0 for no effect and ±100 for the full control effect; potency is the fitted concentration of half-maximal effect. The list is partial (hit frequency here may not be typical).

#	molecule	AmpC det inh
1	CCOc1ccc(C2C=C(c3ccc(C)cc3)Nc3nnnn32)cc1 (stereo unspecified)	-1.4%
2	O=C(O)CCCSc1ccccc1	-6.4%[5.75 µM]
3	CCOC(=O)N1CCN(c2ncnc3c2oc2nc(C(C)C)c4c(c23)CCC4)CC1	-1.5%
4	Cc1ccc(NC(=O)CSCC(=O)Nc2ncc3c(n2)CC(c2ccco2)CC3=O)cc1 (stereo unspecified)	-4.8%
5	c1ccc(Nc2ccccc2Nc2ccccn2)nc1	-4.6%
6	NC(=O)c1ccsc1NC(=O)COC(=O)Cc1ccsc1	-3.6%
7	CCOC(=O)N1CCN(C(=O)Nc2ccc3nc(C)c(C)nc3c2)CC1	-2.4%
8	COc1ccc(C(=O)CSc2cc(C)nc3nc(C)nn23)cc1OC	-1.4%
9	NCCCc1ccc2oc3ccccc3c2c1	-4.4%[5.75 µM]
10	Cc1nc2ccccc2n1S(=O)(=O)c1ccc(S(=O)(=O)N2CCCCCC2)cc1	-2.2%
11	CN/C(=C\[N+](=O)[O-])NCCSCc1csc(CN(C)C)n1	-2.3%[12.8 µM]
12	CCc1ccc2nc3c(c(C(=O)O)c2c1)CCC3	-1.3%
13	Oc1ccccc1Nc1ncnc2c1oc1ccccc12	-3.2%
14	C[C@@](N)(Cc1c[nH]c2ccccc12)C(=O)O	-5.3%[5.75 µM]
15	COc1ccc2c(c1)c(CC(=O)OCC(=O)O)c(C)n2C(=O)c1ccc(Cl)cc1	-6.4%[12.8 µM]

From entry 1 to 7, as listed above:
#	molecule	AmpC det inh
1	CCOc1ccc(C2C=C(c3ccc(C)cc3)Nc3nnnn32)cc1 (stereo unspecified)	-1.4%
2	O=C(O)CCCSc1ccccc1	-6.4%[5.75 µM]
3	CCOC(=O)N1CCN(c2ncnc3c2oc2nc(C(C)C)c4c(c23)CCC4)CC1	-1.5%
4	Cc1ccc(NC(=O)CSCC(=O)Nc2ncc3c(n2)CC(c2ccco2)CC3=O)cc1 (stereo unspecified)	-4.8%
5	c1ccc(Nc2ccccc2Nc2ccccn2)nc1	-4.6%
6	NC(=O)c1ccsc1NC(=O)COC(=O)Cc1ccsc1	-3.6%
7	CCOC(=O)N1CCN(C(=O)Nc2ccc3nc(C)c(C)nc3c2)CC1	-2.4%

The main list resumes, repeating the 4 entries before the break.
#	molecule	AmpC det inh
12	CCc1ccc2nc3c(c(C(=O)O)c2c1)CCC3	-1.3%
13	Oc1ccccc1Nc1ncnc2c1oc1ccccc12	-3.2%
14	C[C@@](N)(Cc1c[nH]c2ccccc12)C(=O)O	-5.3%[5.75 µM]
15	COc1ccc2c(c1)c(CC(=O)OCC(=O)O)c(C)n2C(=O)c1ccc(Cl)cc1	-6.4%[12.8 µM]
16	Cc1cccc(N(CC(N)=O)C2SC(=O)N(c3ccccc3)C2=O)c1 (stereo unspecified)	-3.2%
17	CCCCN(CC)CCNC(=O)C1c2cc(OC)c(OC)cc2C(=O)N2CCc3ccccc3C12 (stereo unspecified)	1.1%
18	COCCCN(C(=O)c1cccnc1SC)c1c(N)n(Cc2ccccc2)c(=O)[nH]c1=O	-0.9%
19	CO[C@@]12C[C@@H](COC(=O)c3cncc(Br)c3)CN(C)[C@H]1Cc1cn(C)c3cccc2c13	-2.7%
20	O=C(NCC1CCCO1)C1CCN(c2ccc(S(=O)(=O)N3CCCC3)cc2)CC1 (stereo unspecified)	7.5%
21	CCC(=O)[C@@H](c1ccccc1)c1ccccn1	-2.7%[5.75 µM]
22	CCn1nc(NC(=O)c2ccncc2)c2cc3ccccc3nc21	7.9%
23	COc1cccc(-c2ccc3ncnc(NCc4cccnc4)c3c2)c1	7.1%
24	CN1CC[C@]2(C)c3cc(O)ccc3N(C)[C@@H]12	0.3%
25	CC1(C)CC(=O)c2c(-c3cccs3)n[nH]c2C1	-3.9%
26	CN(C)c1cccc(N=C2C=C(N3CCOCC3)CC(C)(C)C2)c1	-2.7%
27	CCC(=O)OC1(C#CCOc2ccc(OC)cc2)CCN(C)CC1	-1.1%
28	CN(C1CCCCC1)S(=O)(=O)c1ccc(S(=O)(=O)N2CCN(CCC#N)CC2)cc1	10.4%
29	O=S(=O)(Cc1ccccc1)N1CCc2ccccc21	-0.4%
30	O=C(c1ccc(S(=O)(=O)N2CCOCC2)cc1)N(Cc1ccco1)Cc1cccs1	-1.0%
31	CC(C)Nc1nc(-c2ccccc2)nc(-n2ccnc2)n1	-4.3%
32	CC(=O)N1CCc2cc(Br)cc(S(=O)(=O)NCCCN3CCCC(C)C3)c21 (stereo unspecified)	-1.6%
33	c1ccc(Cc2nn3c(-c4ccncc4)nnc3s2)cc1	-5.0%
34	COCCNC(=O)CCn1nc(-c2ccc(Cl)cc2)ccc1=O	-1.7%
35	CCOc1ccc(OCC)c(NC(=O)CSc2nc3c(c(=O)n(C)c(=O)n3C)n2CC)c1	8.9%
36	Cc1ccc(OC(=O)CCC(=O)OCCCC(F)(F)C(F)(F)F)cc1	-1.0%
37	Cc1cccc(C)c1NC(=O)N1CCC(N2CCCCC2)CC1	-2.4%
38	CC(=O)C1=C(O)C(=O)N(Cc2ccccc2)C1c1cccs1 (stereo unspecified)	-4.2%
39	O=c1c2[nH]c3ccccc3c2ncn1C1CCCCC1	-3.3%
40	CCOC(=O)c1c(NC(=O)c2noc3c2CCCC3)sc2c1CCCC2	-1.5%
41	O=C(NCc1ccccc1)c1ccc(/C=N/O)nc1	6.2%
42	COc1cccc(NC(C)C(=O)N2CC(C)OC(C)C2)c1 (stereo unspecified)	-1.3%
43	Cc1ccc2c(c1)N(CCC(=O)NCC1CCCO1)C(=O)CO2 (stereo unspecified)	-4.0%
44	COc1ccc(N2CCN(c3nc4c(c(=O)[nH]c(=O)n4C)n3Cc3cccc(C)c3)CC2)cc1	-3.1%
45	COc1ccc(CCNC(=O)CCS(=O)(=O)c2cccc3nsnc23)cc1OC	-3.3%
46	Cc1ccc(-n2ncc3c(NCCCn4ccnc4)ncnc32)c(C)c1	11.3%
47	O=C(CN1CCN(C(=O)c2c(F)cccc2F)CC1)Nc1ccccc1F	0.0%
48	CCC(C)NC(=O)C1=C(C)C(=O)OC12CCC(C)CC2 (stereo unspecified)	5.9%
49	COc1ccc(C(=O)N2CCN(c3ccc(C)c(C)c3)CC2)cc1OC	12.3%
50	Cc1nn(-c2nnc(C)c(=O)[nH]2)c(C)c1SCC(=O)Nc1ccc(C(C)C)cc1	-6.4%
51	Cc1ccc(O)c(N=Nc2ccccc2)n1	-3.6%&-0.4%
52	COc1ccc(-n2c(Cc3cccn3C)nnc2SCC(=O)Nc2ccc(C(C)=O)cc2)cc1	13.8%
53	COc1ccc(CNc2nc3nc(C)c(Cl)c(C)n3n2)cc1OC	-1.6%
54	CC12CCC(C(=O)n3c1nc1ccccc13)C2(C)C (stereo unspecified)	1.7%
55	O=C(CN1C(=O)c2ccccc2S1(=O)=O)NCCSc1ccccc1	-3.1%
56	CCCOc1ccc(C2C(C(=O)c3ccc(C)o3)=C(O)C(=O)N2CCN2CCOCC2)cc1OC (stereo unspecified)	-0.5%
57	CCN(CCCNC(=O)c1ccc(N2CCCC2=O)cc1)c1cccc(C)c1	-2.3%
58	CCCCn1c2c(c(=O)n(C)c1=O)C(c1ccc(OC)cc1)N1CCCCCC1=N2 (stereo unspecified)	10.8%
59	Cc1cc(N2CCOCC2)cc(C)[n+]1[O-]	9.1%
60	CC(=C(CCOP(=O)(O)O)SC(=O)c1ccccc1)N(C=O)Cc1cnc(C)nc1N	-1.8%[12.8 µM]
61	O=C(OCCN1CCOCC1)C(c1ccccc1)c1ccccc1	-1.2%
62	OC1C=CSc2nc3ccccc3n21 (stereo unspecified)	0.8%
63	Cn1c(C(=O)N2CCc3ccccc3C2)cc2c(=O)n3ccccc3nc21	-1.3%
64	O=C(O)CN1C(=O)c2cccc(Oc3ccc(Cl)cc3)c2C1=O	-4.6%
65	CCN1/C(=C\C(C)=O)Sc2ccc(OC)cc21	-3.9%
66	CC1(C(=O)N(CC(=O)NC2CCCC2)C2CCCC2)CC(=O)N=C2C=CC=CN21 (stereo unspecified)	-1.2%
67	Cc1nn2c(-c3cccc(NC(=O)CN4CCOCC4)c3)nnc2c2ccccc12	-1.6%
68	O=C1c2ccccc2-c2ccc(N(Cc3ccc(Br)cc3)Cc3ccc(Br)cc3)cc21	-2.7%[5.75 µM]
69	CSc1nc2nc(C)cc(-c3ccccc3)n2n1	-5.6%
70	N#CCSc1nnc(C2CCCCC2)n1-c1ccccc1	-0.6%
71	Cc1ccc(NC(=O)NC(=O)CN2C(=O)NC3(CCCCCCC3)C2=O)c(C)c1	-0.3%
72	CCn1c(CNc2ccc(Cl)cc2)nnc1SCC(=O)NCc1ccccc1	-4.1%
73	NC(=O)c1c(NC(=O)CN2C(=O)CCC2=O)sc2c1CCCCC2	11.3%
74	Oc1c(C(c2cccc(F)c2)N2CCN(Cc3ccccc3)CC2)sc2ncnn12 (stereo unspecified)	15.6%
75	Cn1c(Cn2nnc3ccccc32)nnc1SCC(=O)c1ccc(F)cc1	3.4%

Next results.
#	SMILES	AmpC det inh
76	C[C@@H](C(=O)Nc1ccc2ccccc2c1)[C@@H]1C[C@@]1(C)[C@@H](NC(=O)Oc1ccc(F)cc1)c1ccccc1	1.0%
77	CCCn1c(C)nc2c(NCCCCN3CCCC3)nc(C)nc21	13.4%
78	Cc1ccccc1-c1noc(N)c1C#N	-2.4%
79	COc1cc2c(cc1OC)C(C(=O)N1CCOCC1)C(c1cccs1)N(C)C2=O (stereo unspecified)	8.1%
80	Oc1ccc(N2CCN(C(c3ccncc3)c3nnnn3C3CCCC3)CC2)cc1 (stereo unspecified)	-7.0%
81	COC(=O)CSc1nc2c(c(-c3ccc(C)o3)c1C#N)CCCC2	9.1%
82	CCCc1nnc(SCC(=O)N2CCOCC2)n1CCCOC	7.5%
83	Cc1ccc(C(c2nnnn2Cc2cccs2)N2CCN(Cc3ccc4c(c3)OCO4)CC2)cc1 (stereo unspecified)	12.3%
84	COc1cccc2[nH]c3c(N4CCC(C(N)=O)CC4)ncnc3c12	-4.8%
85	Cc1o[nH]c(=O)c1C[C@H](N)C(=O)O	-0.1%&-1.6%&0.7%&0.6%
86	O=S(=O)(c1ccc2ccccc2c1)N1CCCCC1	0.6%
87	CCC(c1nnnn1CCc1ccccc1)N(Cc1ccco1)Cc1cc2c(C)ccc(C)c2[nH]c1=O (stereo unspecified)	3.8%
88	c1nc(NCCN2CCOCC2)c2cc(-c3ccc4c(c3)OCO4)ccc2n1	8.3%
89	CCN(Cc1cc2ccccc2[nH]c1=O)S(=O)(=O)c1ccccc1	-4.9%
90	O=C(Nc1ccccc1)c1cccnc1N1CCOCC1	-2.6%
91	Cn1c(SCC(=O)OC2CCCCC2)nnc1-c1ccc(S(=O)(=O)N2CCCC2)cc1	1.8%
92	Cc1cc(CNC(=O)Nc2ccc3c(c2)OCO3)nn1C	-3.9%
93	CC1CCN(CCCNC(=O)CN2CCN(Cc3ccc(Cl)cc3)C2=O)CC1	10.4%
94	COc1ccc(-c2nc3cnc(N4CCNCC4)nc3n(C3CC3)c2=O)cc1	2.3%
95	O=C(NCCCNC1CCCCC1)c1ccc(/C=N/O)nc1	-0.1%
96	Cc1ccccc1C(=O)Nc1c(C(=O)N2CCCC2)cnn1-c1ccccc1	-5.5%
97	COCCNC(=O)Cn1ncc2ccsc2c1=O	14.9%
98	Cc1cccc(Cn2c(=O)c3c(nc4n3CCCN4Cc3ccccc3)n(C)c2=O)c1	4.9%
99	CCOC(=O)N1CCN(C(=O)c2csc3c2CCCCC3)CC1	-0.9%
100	CC(=O)NCCc1csc(-c2ccccc2)n1	-4.6%
101	CCOc1nc(C#N)nc(N2CCCCC2)n1	-2.6%
102	CC1CCN(S(=O)(=O)c2cc(Br)cc(C(=O)NC3=NCCS3)c2)CC1	3.1%
103	O=C(CSc1nnc(-c2ccc(Cl)cc2)n1Cc1ccco1)Nc1ccc2c(c1)OCCO2	-5.9%
104	COc1ccc(-c2nnn(CC(=O)N(Cc3cccs3)C(C)C(=O)NC3CCCC3)n2)cc1OC (stereo unspecified)	-0.4%
105	CCOc1ccc(C2C(C#N)=C(N)Oc3cc(C)n(CCN(C)C)c(=O)c32)cc1OCC (stereo unspecified)	-3.3%
106	CCCCOc1ccc(S(=O)(=O)Nc2cc(OC)ccc2OC)cc1	3.9%
107	CN(CCO)C(=O)c1cccc2c1-c1ccccc1C2=O	10.3%
108	CCCCCn1c(Sc2nc3ccccc3s2)nc2c1c(=O)[nH]c(=O)n2C	-4.5%
109	CN(CC(=O)NCCN1CCN(Cc2ccccc2)CC1)S(=O)(=O)c1cccc2nsnc12	-2.7%
110	CCOC(=O)c1cc2c(ccn2-c2ccc(F)cc2)n1CC(=O)N1CCN(C(=O)c2ccco2)CC1	9.5%
111	CC1=CC(C)(C)N(C(=O)CN2C(=O)c3ccccc3C2=O)c2ccccc21	-3.9%
112	O=C(CSc1nnc(Nc2ccccc2)s1)NCc1ccco1	7.7%
113	CN1CCC(N(C)CC(=O)Nc2cccc(Oc3ccccc3)c2)CC1	-2.6%
114	C=CCN1C(=O)C(O)(CC(=O)c2ccc(Cl)cc2)c2ccccc21 (stereo unspecified)	-0.8%
115	CC1CC(C)CN(S(=O)(=O)c2ccc(C(=O)NCCCn3ccnc3)cc2)C1 (stereo unspecified)	-3.8%
116	Cc1nc2ccccc2c(=O)n1C1CCCCCC1	-1.4%
117	CC(C)CCCNc1nc(N2CCOCC2)nc(N2CCOCC2)n1	11.6%
118	CC(C)(C)c1ccc(S(=O)(=O)NCCOCC(F)(F)C(F)F)cc1	-5.3%
119	Cc1cc(C(=O)N(C)CC(=O)Nc2ccccc2C(F)(F)F)c(C)o1	1.6%
120	CC(=O)N1CCC2(CC1)CCN(C(c1ccccc1)c1ccccc1)CC2	-2.8%
121	N[C@@H](Cc1ccnnc1)C(=O)O	-1.6%[5.75 µM]
122	CN1CCN(c2ncc3nc(-c4cc(F)cc(F)c4)c(=O)n(Cc4cccs4)c3n2)CC1	-4.6%
123	Cc1cc(C(=O)COc2ncnc3sccc23)c(C)n1C	-0.4%
124	COc1ccc(-n2ccnc2SCC(=O)Nc2ccccc2)cc1	-3.3%

Screens from PubChem BioAssay.
